RBBP9 inhibitor: human RBBP9 hydrolase inhibition; O75884; recombinant RBBP9, FP-Rh probe fluorescence polarization; inhibition, % at 7.94 µM; actives 0.2% (n = 220,000); AID 1515;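 active = inhibition above the campaign mean of all tested compounds plus 3 SD, cut at about 14% in these data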;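 also: plate controls were DMSO wells with RBBP9 for no effect and wells lacking RBBP9 protein for full effect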
Target sequence (O75884 whole entry, looked up): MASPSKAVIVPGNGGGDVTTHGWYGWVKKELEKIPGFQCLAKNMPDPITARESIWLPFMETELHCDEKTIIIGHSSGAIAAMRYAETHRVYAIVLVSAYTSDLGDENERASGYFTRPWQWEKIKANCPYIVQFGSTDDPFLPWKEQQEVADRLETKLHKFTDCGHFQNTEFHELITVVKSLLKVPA
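Assay system: recombinant human RBBP9; Reagent: Serine-hydrolase probe FP-Rh, 375 nM pre-mixing; Doses: 7.94 µM single dose, 0.794% DMSO; Incubation: 30 min then 45 min, 25 °C; Detection: fluorescence polarization (mP), excitation 525 nm, emission 598 nm; Evaluation: percent inhibition from mP, scaled between DMSO and no-protein wells.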
CHOP inhibitor: CHOP inhibition in unfolded protein response | CHO-K1 CHOP-promoter luciferase, tunicamycin-induced, 15-18 h | inhibition, % at 10 µM | actives 3.8% (n = 220,000);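 active = compounds that reduced the stress-induced luciferase reporter signal by more than about 70% of percent inhibition, limit read from the data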;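 also: 0% = tunicamycin plus vehicle and 100% = wells without tunicamycin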
PPC-1+TRAIL kill: kills PPC-1 cancer cells in the presence of TRAIL | PPC-1 cells + TRAIL, ATPLite viability luminescence | actives 0.41% (n = 220,000) | cell killing (% activity), % at 4 µM;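 active = cell killing above 50% in the first pass at 4 µM, then a duplicate retest at 5 µM averaging 50% or more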;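 also: plate controls were cells with TRAIL plus DMSO for no effect and medium-only wells lacking cells for full effect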
zfTRPN1 agonist: agonists of zebrafish TRPN1 channel; activation, % at 3 µM; AID 1424; actives 0.18% (n = 220,000); HEK293 zebrafish TRPN1-YFP, Fluo-8 calcium fluorescence; 100% = response to 87 µM carbachol;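 active = activation above its plate's cutoff, the mean activation of test wells on that plate plus 3 SD, cut at about 19% in these data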;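 also: 0% = DMSO alone and 100% = 87 µM carbachol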
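System: zebrafish TRPN1-YFP in HEK293 cells / Dosing: 3 µM single point / Timing: dye loading 1 h at 37 °C, then 30 min room temperature / Signal: Fluo-8 calcium fluorescence, excitation 470-495 nm, emission 515-575 nm / Read-out basis: percent activation from peak over basal fluorescence ratio, control-normalized / Control set: high carbachol 87 µM, low DMSO alone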
BaF3 parental: reduces parental Ba/F3 cell viability, JAK2V617F counter-screen | inhibition, % at 5.6 µM | CellTiter-Glo ATP luminescence | actives 1.1% (n = 220,000);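 active = inhibition above a per-campaign cutoff, the mean inhibition of all tested compounds plus 3 SD, cut at about 27% in these data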;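 also: 0% = DMSO wells and 100% = JAK Inhibitor I control wells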
Wee1 stabilizer: human Wee1 degradation inhibition, primary screen; reporter increase, % at 5 µM; P30291; actives 1.2% (n = 220,000); HeLa Luc-Wee1K328M stability, luciferase luminescence; 100% = proteasome inhibitor MG132 effect;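 active = activation above the mean of all tested compounds plus 3 SD, set per screening run, cut at about 8.8% in these data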;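 also: cells exposed to compound for 20 h before luminescence read; 0% = DMSO alone and 100% = MG132 at 30 µM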
Target sequence (P30291 whole entry K328M): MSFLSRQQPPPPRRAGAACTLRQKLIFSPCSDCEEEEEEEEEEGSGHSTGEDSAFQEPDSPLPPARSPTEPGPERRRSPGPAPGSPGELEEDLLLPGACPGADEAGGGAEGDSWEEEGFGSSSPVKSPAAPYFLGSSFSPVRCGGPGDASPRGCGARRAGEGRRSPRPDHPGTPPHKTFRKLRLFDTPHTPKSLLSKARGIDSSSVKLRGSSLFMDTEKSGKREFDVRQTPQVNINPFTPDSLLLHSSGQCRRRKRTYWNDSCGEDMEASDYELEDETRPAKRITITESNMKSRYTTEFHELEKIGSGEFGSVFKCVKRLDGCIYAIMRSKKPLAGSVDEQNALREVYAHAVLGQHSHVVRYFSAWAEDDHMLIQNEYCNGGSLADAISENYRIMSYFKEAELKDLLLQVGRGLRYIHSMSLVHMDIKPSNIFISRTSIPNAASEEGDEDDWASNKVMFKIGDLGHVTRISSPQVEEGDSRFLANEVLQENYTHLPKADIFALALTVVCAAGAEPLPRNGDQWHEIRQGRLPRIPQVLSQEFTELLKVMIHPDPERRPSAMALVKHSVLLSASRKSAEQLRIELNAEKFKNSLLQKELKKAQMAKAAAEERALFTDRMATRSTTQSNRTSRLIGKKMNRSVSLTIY
Ba/F3 V617F tox: lowers viability of Ba/F3 cells expressing EpoR and JAK2V617F | ATP luminescence | inhibition, % at 5.6 µM | actives 1.1% (n = 220,000);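 active = inhibition above the campaign mean plus 3 SD over all tested compounds, cut at about 24% in these data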;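 also: cytokine-independent growth of Ba/F3 cells driven by EpoR plus mutant JAK2; 0% = DMSO-treated cells and 100% = JAK inhibitor I control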
TRPML3 agonist: activates the human TRPML3 channel | Q8TDD5 | HEK293 TRPML3-YFP, Fluo-8 calcium fluorescence; 100% = the carbachol control signal | activation, % at 3 µM | actives 0.29% (n = 220,000) | AID 1448;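 active = activation above its plate's cutoff, the mean activation of the plate's test wells plus 3 SD, cut at about 12% in these data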;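 also: 0% = DMSO only wells and 100% = carbachol wells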
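Test system – HEK293 line with stable expression of human TRPML3-YFP channel · Control set – carbachol 87 µM final as high control (100%), DMSO as low control (0%) · Signal – Fluo-8 calcium dye fluorescence, ex 470-495, em 515-575 nm · Incubation – 1-h 37 °C dye load, 5-s basal, 120-s post-compound reads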
TNF necrop inh: blocks TNF-alpha induced death of Jurkat FADD-/- cells. actives 0.068% (n = 220,000). activation (protection from cell death), % at 10 µM. Jurkat FADD-/- TNF necroptosis rescue, ATP luminescence, 24 h; 0 = TNF only, 100 = no-TNF cells;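 active = activation, meaning protection from cell death, of at least 50% relative to plate controls; inactive = activation below 50%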;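 also: necroptosis triggered by 40 ng/mL TNF-alpha added together with compound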
* marks the source's active call; other numbers are inactive results.

canonical_smiles,RBBP9 inhibitor,CHOP inhibitor,PPC-1+TRAIL kill,zfTRPN1 agonist,BaF3 parental,Wee1 stabilizer,Ba/F3 V617F tox,TRPML3 agonist,TNF necrop inh
CCOC(=O)c1sc(NC(=O)c2cncc(Br)c2)nc1C,7,-14,10,1.2,2,-1,-5,0.5,-1.2
Nc1nc2cc(S(=O)(=O)NC3=NCCCCC3)ccc2s1,-11,-14,20,1.9,-3,-2,2,0.7,-5.4
COc1ccccc1NC(=O)NCCCl,-13,-7,-3,0.9,7,6,5,1.3,-0.7
O=C(c1ccc(CN2CCOCC2)cc1)N1CCN(c2cccc(Cl)c2)CC1,2,4,18,0.2,4,-1,-2,0.4,-2.6
CCNC(=O)C(=O)c1c(-c2ccccc2)[nH]c2ccccc12,-7,15,9,0.3,7,5,3,0.9,-0.2
CCN(Cc1cc2ccccc2[nH]c1=O)C(=O)C(C)C,-1,18,0,1.4,1,4,-1,0.7,0.9
O=C(Cn1c(O)c(/C=C2\C=Nc3ccccc32)sc1=O)Nc1ccc2c(c1)OCO2,3,5,22,0.3,8,-1,1,0.8,-0.2
C1CCCN(c2nc3nonc3nc2N2CCCCCC2)CC1,-5,2,-2,0.2,6,0,0,0.8,0.9
Cc1cc2oc(=O)cc(CSc3nnc(C)n3N)c2cc1C(C)C,-1,16,-6,0.2,-1,-1,2,-0.5,-0.9
O=C(NN=C1CCCCCC1)c1ccc(Br)o1,-8,-19,-6,-0.8,8,-2,3,-0.2,1.9
CCCC(=O)NCCc1cc2cc(C)c(C)cc2[nH]c1=O,9,15,5,-0.7,2,0,-3,0.9,-1.7
CCOc1cc(/C=C2\N=C3CCCCCN3C2=O)ccc1O,-7,-4,15,1.1,4,1,2,-0.3,1.2
COc1ccc(OCC(O)COc2ccc(C(=O)O)cc2)cc1 (centres undefined),-5,19,10,1.2,7,-1,2,0.8,0.1
O=C(CSc1nc(SCC(=O)NCc2ccccc2)n(-c2ccccc2)n1)NCc1ccccc1,2,38,16,-2.2,2,-2,-3,-0.9,0.1
Cc1cc(C)cc(N2C(=O)CN(Cc3sccc3C)C2=S)c1,-10,53,9,-1.8,3,0,-1,-0.4,1.4
CN1CCN(c2ccc(NC(=O)c3ccc(-c4cccc([N+](=O)[O-])c4)o3)cc2)CC1,0,3,16,1.6,7,-2,-1,0.6,1.0
O=C(c1cccs1)N(CCO)Cc1cc2cc3c(cc2[nH]c1=O)OCCO3,-6,-6,14,-0.2,4,1,4,-0.1,-1.8
CC(C)c1nc2sc3c(=O)[nH]c(=S)[nH]c3c2c2c1CCCC2,-6,-10,13,0.9,-3,0,-2,0.9,2.3
Cc1cccc(NC(=O)CN2C(=O)c3ccccc3C2=O)c1C,-4,-2,10,0.1,0,5,-1,1.1,2.1
O=C(NC1CCS(=O)(=O)C1)/C(=C\c1ccc(F)cc1)NC(=O)c1ccccc1 (centres undefined),-4,-23,-12,-0.1,5,2,4,0.5,-0.8
Cc1cc(-c2csc3nc[nH]c(=S)c23)cc(C)c1C,-4,15,15,-2.5,2,3,1,-1.1,-11
COC(=O)c1csc(S(=O)(=O)N2CCCCC2)c1OC,-6,-6,5,-1.7,0,0,1,0.8,0.4
OC(COc1ccc(Cl)cc1)CN1CCN(c2cccc(Cl)c2)CC1 (centres undefined),-9,19,6,0.5,1,5,-4,0.6,4.6
CCCCCCC(=O)Nc1nc(C)c(-c2csc(Nc3cccc(OC)c3)n2)s1,-9,39,21,1.1,2,-3,-1,0.9,7.0
CCN(CC)c1ccc(C(=O)Nc2ccccc2)cc1[N+](=O)[O-],-8,-19,14,1.2,3,4,-3,0.2,-2.1
N#CCC(=O)N/N=C/c1cc([N+](=O)[O-])ccc1N1CCCC1,-12,-2,13,-1.6,0,1,-4,0.3,0.0
CC(C)Sc1cc(N2CCOCC2)nc(-c2ccc(Cl)cc2)n1,-8,45,0,0.8,0,-2,2,-0.3,-0.8
CC1Cc2cc(/C=C3/SC(=S)NC3=O)ccc2O1 (centres undefined),3,-33,29,-0.5,1,4,-2,0.2,2.3
CN(C)c1ccc(C(=O)OCc2ccc(Br)cc2)cc1,-5,-18,-3,0.9,0,-2,-3,0.5,-0.1
CC(c1ccccn1)N(Cc1ccco1)C(=S)Nc1cccc(F)c1 (centres undefined),-1,25,16,-0.1,3,1,0,0.8,-0.2
O=C(CCN1C(=O)c2ccccc2C1=O)Nc1ccccc1C(=O)N1CCOCC1,-4,42,8,-0.6,0,-3,-3,0.2,0.8
C=CCc1c(C)nc2c(C)cccc2c1SC(=N)N,8,10,4,1.2,-3,-2,-4,0.6,-8.4
COc1ccc(NC(=S)Nc2ccc(N(C)C(C)=O)cc2)cc1,-7,-2,-4,0.3,18,-2,8,0.3,-1.0
O=C(NC1CCCCC1)C(c1ccc(O)cc1)N(CC1CCCO1)C(=O)C1COc2ccccc2O1 (centres undefined),3,19,-14,-1.6,7,-3,3,-0.8,-0.7
COc1ccc(C(=O)C[n+]2ccc(C)cc2)cc1,-1,-4,8,0.3,2,-2,-3,0.6,1.4
COCCNC(=S)N1CCN(Cc2cccc(OC)c2)CC1,5,28,15,-0.4,-3,0,-1,-0.3,0.4
COCCCn1c(SCC(=O)Nc2cccc(C)n2)nnc1-c1ccco1,0,21,8,0.6,1,-2,0,-0.2,0.2
CCn1c(SCC(=O)Nc2ccccc2)nc2nc3c(cc2c1=O)COC(C)(C)C3,0,0,-18,1.1,0,0,3,0.1,-1.5
CC(C)(C)C(=O)CC(=O)Nc1ccc(Cl)c(N)c1,-10,-21,10,1.1,5,0,0,0.3,0.0
O=C(NCCc1c[nH]c2ccccc12)c1cccc(S(=O)(=O)Nc2ccccc2Cl)c1,0,12,17,1.9,6,5,-1,-0.6,-1.4
CCOC(=O)N1CCN(C2CC(=O)N(c3ccc(C)cc3)C2=O)CC1 (centres undefined),3,9,11,-0.4,2,-1,-2,0.5,-2.0
CCCn1c(N)c(C(=O)CSc2nc(C)cs2)c(=O)[nH]c1=O,5,6,7,1.6,5,6,3,1.1,-4.2
O=C1c2ccccc2S(=O)(=O)N1CC(O)Cn1c2ccccc2c2ccccc21 (centres undefined),-9,66,25,1.9,2,1,-2,2.2,-1.0
COc1ccc(CC(NC(C)=O)C(=O)N2CCN(C(=O)Nc3ccc(Cl)cc3)CC2)cc1OC (centres undefined),-11,-9,0,0.3,6,-2,0,0.3,-0.9
COc1ccc(S(=O)(=O)N2CCN(C(=O)COc3ccccc3)CC2)cc1,-4,8,9,1.0,7,0,0,0.8,3.6
Cc1cc2c(=O)[nH]cnc2s1,-4,3,13,1.3,2,2,-3,0.3,-0.7
Cc1ccc(S(=O)(=O)N2CCCCC2)cc1NC(=O)CSc1nncn1-c1ccccc1,-5,12,-2,2.4,0,-2,1,0.8,1.7
COc1ccc(COc2cc(-c3cccc(OC)c3)nc3ccc(NC(=O)c4ccccc4)cc23)cc1,-6,2,18,1.5,6,5,0,0.6,-6.0
CC(=O)COc1ccc(-c2csnn2)cc1,-8,8,-4,0.3,0,1,-3,0.2,2.1
CCN(CC)CCNC(=O)C(C)c1nn(C)c(=O)c2ccccc12 (centres undefined),-2,4,6,1.6,2,-1,-5,0.5,-1.3
O=C(NCCCN1CCCCC1)c1ccc2c(c1)NC(=O)C(N1CCCCC1)S2 (centres undefined),-10,27,16,-0.5,-2,-1,-3,0.3,-1.8
O=C(O)Cn1cnc2ccccc2c1=O,-4,17,13,-0.1,3,9.6*,-3,0.8,0.5
CCN(CC)C(=O)c1cnn(-c2ccccc2)c1NC(=O)c1cccc(F)c1,-6,31,7,0.5,0,2,3,1.5,-0.8
O=c1c2cccnc2[nH]c(=S)n1Cc1ccccc1,-5,42,25,1.3,7,1,4,0.1,-0.6
Cc1ccc(C(=O)COC(=O)CNC(=O)c2cccs2)cc1,8,18,20,1.3,2,0,-2,0.7,0.6
COc1ccc(CCNC(=O)c2c(-c3ccccc3Cl)noc2C)cc1,-3,2,-4,-0.7,5,2,1,0.3,0.1
CC(C)NC(=S)N/N=C/c1cccs1,4,19,-14,-0.3,3,5,-1,-0.2,1.2
O=C(Cc1cccs1)N1CCN=C1SCc1ccc(Br)cc1,8,26,11,-0.4,1,2,-1,-0.8,6.2
CCc1c(C#N)c(SCc2c(C)noc2C)nc2c1C(=O)CC(C)(C)C2,3,18,28,-1.6,3,2,-2,0.0,1.9
Cc1noc(C)c1C(=O)N1CC(C)OC(C)C1 (centres undefined),2,9,-5,-0.2,3,-3,0,1.2,-0.4

Whole records, looked up by structure. Order of screens: RBBP9 inhibitor	CHOP inhibitor	PPC-1+TRAIL kill	zfTRPN1 agonist	BaF3 parental	Wee1 stabilizer	Ba/F3 V617F tox	TRPML3 agonist	TNF necrop inh
Listed for O=C1c2ccccc2S(=O)(=O)N1CC(O)Cn1c2ccccc2c2ccccc21 (centres undefined) → -9	66	25	1.9	2	1	-2	2.2	-1.0
Listed for CC(C)NC(=S)N/N=C/c1cccs1 → 4	19	-14	-0.3	3	5	-1	-0.2	1.2

Continuation.
canonical_smiles,RBBP9 inhibitor,CHOP inhibitor,PPC-1+TRAIL kill,zfTRPN1 agonist,BaF3 parental,Wee1 stabilizer,Ba/F3 V617F tox,TRPML3 agonist,TNF necrop inh
COC(=O)c1cc(C(=O)NCCC(C)C)cc([N+](=O)[O-])c1,3,3,1,0.7,8,4,3,0.1,-0.7
O=C(/C=C/c1cccc([N+](=O)[O-])c1)Nc1cccc(NC(=O)c2cccs2)c1,-53,21,21,0.1,8,3,0,0.0,1.8
O=C(CSc1ncccn1)NC(=O)NCc1ccccc1,-3,8,-9,0.5,8,2,5,-0.4,-0.8
CC(C)C(C(=O)OCC(=O)c1cccc([N+](=O)[O-])c1)N1C(=O)[C@@H]2[C@H]3CC[C@H](C3)[C@@H]2C1=O (some centres undefined),-4,3,10,0.7,4,-6,-1,2.2,0.0
NC(=O)[C@H]1CC2(CC(c3cccc(NC(=O)c4ccccc4)c3)=NO2)CN1C(=O)[C@H]1CCC(=O)N1 (some centres undefined),-5,56,13,1.7,3,1,4,0.3,-3.7
O=C(CCCC(=O)NCc1ccccc1)NCc1ccccc1,4,1,21,-0.2,0,-3,-4,0.5,2.1
CC(Sc1nnnn1C)C(=O)NC1CCCc2ccccc21 (centres undefined),2,13,-4,0.4,3,-3,-3,0.1,0.5
CCCCCCC(C)n1[nH]c(=O)c2c(C)cc(C)nc21 (centres undefined),-7,13,2,0.9,1,1,-1,0.0,0.5

Screening results: PubChem, several laboratories
